FXIIa inh: inhibitors of human coagulation factor XIIa; purified FXIIa, Boc-QGR-AMC fluorogenic substrate, 2 h; inhibition, % at 5 µM; 220,000 tested, 0.3% active; AID 800; in the data active = inhibition above about 40%;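 note: 0% = enzyme with no compound and 100% = blank without enzyme; many of its hits are not listed in these tables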
Cl transport mod: modulators of human KCC2 chloride dependent transport; 190,000 tested, 2.2% active; AID 1456; B-score of Tl+ flux slope (higher = more flux/activation; lower = inhibition) at 10 µM; KCC2 cells, thallium flux FluoZin-2 fluorescence; Q9H2X9;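 active = thallium flux slope and its plate-corrected score both differing from the plate sample mean at a set confidence after two filtering rounds, in either direction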;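 note: slope of fluorescence scaled to starting intensity during 10 to 20 s after thallium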
hK5 inh: blocks human kallikrein 5 protease activity. 210,000 tested, 0.59% active. recombinant hK5, fluorogenic AMC substrate cleavage. inhibition, % at 5 µM. AID 873;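 active = inhibition of 40% or more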;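 note: 0% = enzyme controls without compound and 100% = no-enzyme blanks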
TNF death inh: blocks TNF-alpha induced death of Jurkat FADD-/- cells | 220,000 tested, 0.068% active | activation (protection from cell death), % at 10 µM | Jurkat FADD-/- TNF necroptosis rescue, ATP luminescence, 24 h; 0 = TNF only, 100 = no-TNF cells | AID 463075;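 active = activation, meaning protection from cell death, of at least 50% relative to plate controls; inactive = activation below 50%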;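 note: necroptosis triggered by 40 ng/mL TNF-alpha added together with compound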
thrombin 1536: blocks human thrombin protease activity. P00734. alpha-thrombin, Boc-VPR-AMC fluorogenic substrate cleavage. inhibition, % at 5 µM. 220,000 tested, 0.26% active. AID 1046;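 active = inhibition at or above 40%; inactive = inhibition below 40%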;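 note: 0% = enzyme with no compound and 100% = wells without enzyme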
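System: human alpha-thrombin protein; Compound dosing: one concentration per compound, 5 µM, with 0.2% DMSO; Timing: reaction at room temperature; Technique: AMC fluorescence, 355/460 nm; Controls: enzyme without compound as high, wells lacking enzyme as low.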
zVAD death inh: blocks zVAD induced death of L929 cells; L929 zVAD necroptosis rescue, ATP luminescence, 24 h; with zVAD 60 µM; 220,000 tested, 0.38% active; viability rescue, % at 10 µM; AID 1377;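 active = activation, scaled between plate controls, above about 75%, limit read from the data; inactive = activation under that limit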;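 note: 0% = zVAD with DMSO and 100% = DMSO alone without zVAD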
Hck Nef HTS: inhibitors of human Hck kinase activated by Nef. Recombinant Hck-YEEI plus Nef, Z-Lyte FRET kinase assay. inhibition, % at 20 µM. 220,000 tested, 0.68% active;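 active = Hck-Nef kinase inhibition above about 50%, limit read from the data; inactive = inhibition below that limit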;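 note: 0% = DMSO with Hck plus Nef and 100% = Hck alone without Nef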
Rad51 HR inh: blocks human Rad51 in homologous recombination | Q06609 | hRad51 DNA strand exchange, fluorescence dequenching | inhibition, % at 10 µM | 200,000 tested, 0.085% active;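 active = inhibition above 40% at the single screening dose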;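 note: 0% = DMSO control wells and 100% = blanks with heterologous ssDNA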
Target sequence (Q06609 whole entry, looked up): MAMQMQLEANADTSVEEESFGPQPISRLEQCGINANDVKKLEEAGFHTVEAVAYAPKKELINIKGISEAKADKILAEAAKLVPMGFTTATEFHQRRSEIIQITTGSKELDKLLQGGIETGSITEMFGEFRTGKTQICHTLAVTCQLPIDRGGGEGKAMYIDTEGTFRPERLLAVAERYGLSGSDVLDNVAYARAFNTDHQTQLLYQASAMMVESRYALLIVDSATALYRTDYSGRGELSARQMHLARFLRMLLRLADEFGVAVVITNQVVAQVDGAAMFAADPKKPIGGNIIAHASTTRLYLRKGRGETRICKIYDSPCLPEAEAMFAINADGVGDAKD
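System: hRad51 filaments on single-stranded DNA; reagent: Fluorescein- and BHQ1-tagged 47-mer duplex; compound dosing: one concentration, 10 µM final; timing: filaments 15 min 37 °C, then compound 30 min; measured by: fluorescein emission 520 nm, excitation 485 nm; benchmarks: per-plate controls and blanks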
FXIa inh 1536: inhibitors of human coagulation factor XIa; purified FXIa, Boc-Glu-Ala-Arg-AMC fluorogenic substrate; inhibition, % at 5 µM; 220,000 tested, 0.14% active; AID 798;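 active = inhibition of at least 40%; inactive = inhibition below 40%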;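 note: fluorescence of freed AMC excited at 355 nm; 0% = enzyme without compound and 100% = no enzyme blank; many of its hits are not listed in these tables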
Target sequence (P03951 19-387 limits assumed): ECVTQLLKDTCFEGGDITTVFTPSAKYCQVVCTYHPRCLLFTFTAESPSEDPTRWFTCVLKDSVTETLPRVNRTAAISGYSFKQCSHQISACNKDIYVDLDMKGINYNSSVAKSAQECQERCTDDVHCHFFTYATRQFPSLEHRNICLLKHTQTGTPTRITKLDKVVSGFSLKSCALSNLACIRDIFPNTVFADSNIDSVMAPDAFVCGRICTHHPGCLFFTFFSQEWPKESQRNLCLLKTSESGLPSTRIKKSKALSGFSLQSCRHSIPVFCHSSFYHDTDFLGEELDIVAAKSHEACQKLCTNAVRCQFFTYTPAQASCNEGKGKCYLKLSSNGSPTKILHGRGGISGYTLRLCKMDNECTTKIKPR
Target sequence (P03951 388-625 limits assumed): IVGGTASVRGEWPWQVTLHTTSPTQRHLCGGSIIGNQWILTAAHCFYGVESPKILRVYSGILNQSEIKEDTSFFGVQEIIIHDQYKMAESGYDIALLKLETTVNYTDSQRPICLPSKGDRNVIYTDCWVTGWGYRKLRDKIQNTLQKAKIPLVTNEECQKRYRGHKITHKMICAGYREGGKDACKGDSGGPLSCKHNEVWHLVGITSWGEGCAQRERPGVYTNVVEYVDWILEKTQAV
* = called active by the depositor; x = no result given. These rows are one share of the data, so the mix of outcomes need not match the whole.

SMILES	FXIIa inh	Cl transport mod	hK5 inh	TNF death inh	thrombin 1536	zVAD death inh	Hck Nef HTS	Rad51 HR inh	FXIa inh 1536
Fc1ccc(NC(=S)N2CCc3[nH]c4ccccc4c3C2)cc1	9	-0.24	0	1.9	1	1.9	9	18	-2
O=C(NCc1ccccc1)c1ccccc1CO	7	-0.52	-6	0.1	-3	-0.3	5	x	6
COc1ccc2c(c1)c(=O)oc1c(C)c(OCc3cc(C(=O)O)oc3C)ccc12	1	-1.5	-7	2.0	x	0.1	46	8	1
N/C(=N\OC(=O)CCC1CCCCC1)c1cccc([N+](=O)[O-])c1	4	1.1	3	-3.1	-1	0.1	0	-2	-1
CC(C)Cc1nnc(NC(=O)CS(=O)(=O)Cc2ccccc2)s1	8	0.57	-11	0.9	-5	1.8	-1	-2	-1
C/C(=N\NC(=O)CSc1nc2ccccc2s1)c1ccco1	11	0.82	-8	-0.2	2	x	6	22	6
Oc1ccc(-c2nccc(-c3ccc(Cl)cc3)n2)cc1	7	0.54	-6	0.0	2	0.3	21	10	-5
COc1cc(C)c(C(C)C)cc1S(=O)(=O)N1CCOCC1	9	0.71	-16	0.8	4	0.0	-3	-4	6
Cc1cccc(-n2c(C)cc(/C=N/NC(N)=S)c2C)c1	-1	0.84	-10	-3.2	-2	0.3	10	18	17
COc1cc(NC(=O)COc2ccc(F)cc2)nc(OC)n1	27	x	-11	0.4	6	0.7	0	3	10
CCN(CC)S(=O)(=O)c1ccc(F)cc1	8	x	7	-2.4	-2	-0.2	7	x	6
CC1=NN(C(N)=S)C(=O)C1N=Nc1c(C)cc(C)cc1C (stereo unspecified)	-3	1.9	-1	-3.0	-21	0.4	12	-6	3
Cc1csc(NC(=O)CSc2ncnc3c2cnn3-c2ccccc2Cl)n1	27	-3.6	-8	-4.3	-2	0.7	0	14	16
COc1ccc(NC(=O)C2=Cc3cccc(OC)c3OC2)cc1	2	-1.3	-8	-2.0	2	1.2	15	2	-3
Cc1oc(-c2ccc(Cl)cc2)nc1CN1CCC(C(=O)N2CCN(Cc3ccccc3)CC2)CC1	14	x	-3	-3.3	1	-0.5	0	x	-2
CCN=C1SC(CC(N)=O)C(=O)N1CC (stereo unspecified)	10	0.88	-6	0.0	7	2.4	15	11	0
COc1ccccc1C1C=C(c2ccc(Cl)cc2)Nc2nc(N3C(=O)CCC3=O)nn21 (stereo unspecified)	13	x	-34	0.0	50*	-0.5	-4	2	3
CCS(=O)(=O)Nc1ccc(C2=NN(C(C)=O)C(c3cccs3)C2)cc1 (stereo unspecified)	0	-0.18	-13	-2.3	-9	3.3	27	1	-6
O=C1OC2(CCCCC2)OC(=O)C1=CNc1nccs1	16	1.2	3	2.4	-1	0.1	0	1	1
O=C(N1CCNCC1)N1CCOCC1	21	x	-13	0.3	-4	0.9	-1	x	4
O=C(CSc1nc2ccc(S(=O)(=O)N3CCOCC3)cc2[nH]1)N1CCOCC1	-8	1.6	-13	0.2	0	0.7	-1	-12	-9
CCn1c(=O)cc(OCC(=O)Nc2cc(C)ccn2)c2ccccc21	-13	-0.27	2	3.3	8	13	0	4	-10
Cc1cc(C)cc(N=C2NC(=O)/C(=C/c3cccs3)S2)c1	7	-0.63	-17	1.3	-6	3.3	8	-5	3
O=c1[nH]c(CSc2nnnn2-c2ccc(Cl)cc2)nc2ccccc12	0	-0.36	-5	1.6	4	3.2	7	-6	-5
CSc1ccccc1C(=O)Nc1ncc(C)s1	12	1.8	-4	0.4	5	0.8	3	-1	3
CCCCCCc1ccc(OCC(=O)O)cc1OCC(=O)O	13	x	-14	0.9	-1	0.1	-1	-2	3
COc1ccc(N2C(=O)C3CCCN3C2c2ccc(Cl)cc2)cc1 (stereo unspecified)	11	x	-9	-0.1	-1	0.1	4	-1	2
COc1ccc2c(c1)CC1c3c(cc4c(c3-2)OCO4)CC[N+]1(C)[O-] (stereo unspecified)	6	1	-2	-0.1	0	0.7	27	1	-1
CC1CCN(c2nc(-c3ccc(F)cc3)cc(C(F)(F)F)n2)CC1	12	x	-5	0.4	-8	0.4	3	-1	-2
Cc1cc(C(=O)CSc2nnc(-c3ccccc3F)o2)c(C)n1Cc1cccs1	5	x	-6	0.2	-5	0.4	14	-7	-7

An excerpt from the list above, as a working copy:
SMILES	FXIIa inh	Cl transport mod	hK5 inh	TNF death inh	thrombin 1536	zVAD death inh	Hck Nef HTS	Rad51 HR inh	FXIa inh 1536
CSc1ccccc1C(=O)Nc1ncc(C)s1	12	1.8	-4	0.4	5	0.8	3	-1	3
CCCCCCc1ccc(OCC(=O)O)cc1OCC(=O)O	13	x	-14	0.9	-1	0.1	-1	-2	3
COc1ccc(N2C(=O)C3CCCN3C2c2ccc(Cl)cc2)cc1 (stereo unspecified)	11	x	-9	-0.1	-1	0.1	4	-1	2
COc1ccc2c(c1)CC1c3c(cc4c(c3-2)OCO4)CC[N+]1(C)[O-] (stereo unspecified)	6	1	-2	-0.1	0	0.7	27	1	-1
CC1CCN(c2nc(-c3ccc(F)cc3)cc(C(F)(F)F)n2)CC1	12	x	-5	0.4	-8	0.4	3	-1	-2
Cc1cc(C(=O)CSc2nnc(-c3ccccc3F)o2)c(C)n1Cc1cccs1	5	x	-6	0.2	-5	0.4	14	-7	-7

The list continues.
SMILES	FXIIa inh	Cl transport mod	hK5 inh	TNF death inh	thrombin 1536	zVAD death inh	Hck Nef HTS	Rad51 HR inh	FXIa inh 1536
CC1=CC(C)(C)n2c(O)c(N=NC(N)=S)c3cc(C)cc1c32	0	8.7*	-16	0.0	-6	0.3	15	6	-1
COC(=O)c1cc(Cl)c(NC(=O)/C=C/c2ccc(OC)cc2)cc1OC	10	0.66	-3	4.5	-2	0.3	2	19	16
Cc1ccc(C)c(NC(=O)CSc2nc(N)c(NC(=O)c3cccs3)c(=O)[nH]2)c1	9	-1.4	-5	0.6	1	x	-4	-7	5
COc1ccc(CN=C(Nc2ccccc2)SC2CC(=O)NC2=O)cc1 (stereo unspecified)	4	0.83	5	-0.5	1	-0.7	29	-25	-2
COc1ccc(OC)c(NC(=S)NCc2cccs2)c1	11	1.2	-11	-6.2	-10	-1.2	2	4	5
COc1ccc(C(=O)NCc2nnc(SCC(=O)Nc3nc4ccccc4s3)o2)cc1	5	-0.5	-22	-0.5	-7	0.4	1	0	6
COc1cc(/C=C2/SC(=Nc3ccc(O)cc3)NC2=O)cc(OC)c1O	2	-0.019	8	0.9	-2	5.7	32	-27	-2
O=C(COc1ccccc1)Nn1c(-c2ccccc2)nc2ccccc2c1=O	2	-0.59	-10	-0.2	-5	0.1	-1	11	0
COc1ccc(OC)c(NC(=O)CCN2CCCCCC2)c1	15	0.43	-12	-0.8	1	-0.6	8	-1	7
CCc1nccn1S(=O)(=O)c1ccc(C)c(C)c1	11	x	-19	-1.7	5	-0.2	-1	11	-5
Cc1ccc(NC(=S)NNC(=S)NCc2ccccc2)cc1	4	-0.66	-72	-1.6	-3	0.8	-1	7	-6
CCCNC(=O)CSc1nc2ccc(OCC)cc2s1	5	1.2	-7	-0.5	-9	0.3	9	14	-6
O=S(=O)(c1ccccc1C(F)(F)F)N1CCC(n2cnc3ccccc32)CC1	13	-0.098	-4	-0.6	-12	-0.3	3	-8	1
CCOC(=O)C1(CCc2ccccc2)CCN(C(=O)CCn2cncn2)CC1	14	x	13	-0.9	3	-0.7	11	x	2
O=C(CN(Cc1ccco1)C(=O)CNS(=O)(=O)c1ccc(Cl)cc1)NCC1CCCO1 (stereo unspecified)	10	-0.24	2	5.3	1	0.0	8	-2	-2

Sorted by formula weight (high to low): three of the compounds above
SMILES	FXIIa inh	Cl transport mod	hK5 inh	TNF death inh	thrombin 1536	zVAD death inh	Hck Nef HTS	Rad51 HR inh	FXIa inh 1536
CC(C)Cc1nnc(NC(=O)CS(=O)(=O)Cc2ccccc2)s1	8	0.57	-11	0.9	-5	1.8	-1	-2	-1
COc1ccc(N2C(=O)C3CCCN3C2c2ccc(Cl)cc2)cc1 (stereo unspecified)	11	x	-9	-0.1	-1	0.1	4	-1	2
CC1=NN(C(N)=S)C(=O)C1N=Nc1c(C)cc(C)cc1C (stereo unspecified)	-3	1.9	-1	-3.0	-21	0.4	12	-6	3

Going on with the list.
SMILES	FXIIa inh	Cl transport mod	hK5 inh	TNF death inh	thrombin 1536	zVAD death inh	Hck Nef HTS	Rad51 HR inh	FXIa inh 1536
O=C(CSc1nc(O)c(C2CCCCC2)c(=O)[nH]1)NCC1CCCO1 (stereo unspecified)	8	0.49	2	-3.1	3	0.1	3	-2	3
Cc1ccc(S(=O)(=O)N2CCN(CC(=O)Nc3ccc([N+](=O)[O-])cc3)CC2)cc1C	14	0.34	-8	3.3	-5	1.2	-6	8	10
Nc1ncc2c(n1)-c1cc(Cl)ccc1SC2	12	0.92	x	-0.7	1	-0.3	5	4	5
Cc1ccc(-c2nn(C)c(=O)c3ccccc23)cc1S(=O)(=O)NCCN(C)C	9	-0.68	2	0.8	-7	1.8	20	-4	-2
CN(C)CCCOc1ccc(C(C)(C)c2ccccc2)cc1	22	x	1	-2.8	-5	0.4	0	2	19
CCCn1nc(Oc2nc(N(C)C)nc(N(C)C)n2)ccc1=O	9	0.026	3	-1.8	-9	13	17	-1	0
COc1ccc(Br)cc1/C=N/NC(=O)C(c1ccncc1)N1CCOCC1 (stereo unspecified)	15	0.47	-6	-2.0	2	0.9	1	x	1
Cc1cccc(NS(=O)(=O)c2c(C)noc2C)c1	6	-0.37	-1	0.1	-4	0.8	27	-5	-1
O=C(N/N=C/c1ccco1)c1cc(Br)ccc1OCc1ccccc1	9	-3	-21	1.3	0	1.4	9	-5	8
CCOC(=O)c1c(C)[nH]c2cc(Br)c(OC)cc12	8	2	4	-0.2	-3	54	0	17	2
Cc1c(Cl)cccc1NC(=O)c1ncn[nH]1	9	-1.2	-5	4.2	-2	0.2	23	5	-2
Cc1cc(C)n2nc(SCc3cc(=O)oc4cc(O)ccc34)nc2n1	12	-0.19	-16	-4.4	2	0.3	11	4	1
